All columns: NCI-60 one-dose screen, growth in % after 48 h at 10 µM unless noted; 100 = growth as untreated, 0 = no growth, -100 = all killed.
OVCAR-8: OVCAR-8 ovarian cancer; actives 4.4% (n = 81,000)
PC-3: PC-3 prostate cancer cells | actives 3.9% (n = 80,000)
OVCAR-4: OVCAR-4 ovarian cancer cells. actives 3.7% (n = 80,000)
OVCAR-3: OVCAR-3 ovarian cancer | actives 7% (n = 79,000) | AID 1794787
DU-145: DU-145 prostate cancer. actives 4.2% (n = 81,000)
HCC-2998: HCC-2998 colon cancer; actives 4.7% (n = 79,000)
SW-620: SW-620 colon cancer; actives 5.2% (n = 82,000)
KM12: KM12 colon cancer cells. actives 5% (n = 82,000). AID 1794800
OVCAR-5: OVCAR-5 ovarian cancer; actives 2.9% (n = 82,000); AID 1794783
Starred values were filed as active, the others as inactive; / = not tested or not shown; & = joins results of further samples. The calls were made as follows: active = growth percent below 10; inactive = the rest.

SMILES	OVCAR-8	PC-3	OVCAR-4	OVCAR-3	DU-145	HCC-2998	SW-620	KM12	OVCAR-5
CCC(C)/C=C/C=C/C(O)=C1/C(=O)NC(Cc2ccc(O)cc2)C1=O (stereo not drawn)	99	114	/	116	101	117	109	104	99
CSc1c(-c2nc3ccccc3s2)c(N)nc2c(C(=O)Nc3ccc(Cl)cc3)c(Nc3ccccc3)nn12	102	97	102	/	108	110	101	99	104
COc1ccc(C(=O)N2C(=O)CCC2=O)cc1	98	93	111	109	110	112	105	106	106
CCn1cc(-c2ccnc(NCCCNS(=O)(=O)c3ccc(Br)cc3)c2)c(-c2cccc(O)c2)n1	58	44	67	90	78	125	97	83	106
C/C(=C\c1ccc(OCC(=O)O)c2ccccc12)[N+](=O)[O-]	96	93	110	/	107	107	114	108	114
CCc1ccccc1NC(=O)C1CCN(S(=O)(=O)c2cc([N+](=O)[O-])ccc2Cl)CC1	100	58	86	111	107	112	116	109	91
CCCc1cc(NC)nc(S(=O)(=O)CC)n1	110	109	115	119	109	/	105	113	101
Cc1ccc(C(C)C)cc1NC(=O)Nc1ccccc1Cl	98	83	102	105	110	106	98	97	98
Cc1ccc(S(=O)(=O)N/N=C/c2cn(-c3ccc(F)cc3)nc2-c2ccc(S(C)(=O)=O)cc2)cc1	102	95	101	109	114	108	103	102	105
COc1ccc2cc(C#Cc3ccc(-n4c(/C=C/c5c(Cl)cccc5Cl)nc5ccccc5c4=O)c(C)c3)ccc2c1	104	94	105	/	122	104	105	119	105
C/C(=N/Nc1c2ccccc2nc2ccccc12)c1ccccc1	95	90	85	98	99	109	98	100	108
C=CCn1c(SCC(=O)Nc2cccc(C(=O)/C=C/c3ccc(Cl)cc3)c2)nc2ccccc2c1=O	95	89	88	/	95	95	77	88	98
CO[C@@H]1[C@@H](OC)N(S(=O)(=O)c2ccc(Cl)cc2Cl)C(=O)N1S(=O)(=O)c1ccc(Cl)cc1Cl	82	77	92	110	108	103	105	106	101
O=c1c2cc(F)ccc2sc2c(NCCCNCCO)nc3ccc(Cl)cc3c12	64	51	61	68	38	61	-39*	44	80
O=C(O)c1cccc(NC(=O)c2ccc(-c3cccc([N+](=O)[O-])c3)o2)c1	98	/	100	114	111	105	98	107	95
CCOC(=O)c1c(C)[nH]c2ccc(O)cc12	98	93	107	105	106	107	105	86	130
O=C(c1nc2ccccc2[nH]1)C1C(c2ccc(C(F)(F)F)cc2)C2CC3CCCC[C@H]3N2[C@@]12C(=O)Nc1cc(Cl)ccc12 (stereo partly drawn)	80	41	40	59	77	71	54	60	71
Cc1cc(Nc2ccc(Cl)cc2)nc(NCCCNc2ccnc3cc(Cl)ccc23)n1	-54*	-19*	-3.7*	-80*	1.3*	-89*	-67*	-33*	-5.2*
CC1(C)[C@@H]2C[C@@]34CCCN3C(=O)[C@]2(C[C@@]12Nc1ccccc1C2=O)NC4=O	100	88	116	85	100	94	85	89	101
O=C(O)c1nc(-c2ccccc2)nc2c(F)cccc12	98	99	95	116	111	103	100	103	103
C=C1CCC2C3(C)COC(c4ccc(OC)cc4Br)OC3CCC2(C)C1/C=C/C1=CCOC1=O (stereo not drawn)	79	48	68	81	87	58	84	83	98
Cn1ccc(=O)c(C(=O)Nc2nsc3ccc([N+](=O)[O-])cc23)c1	59	57	53	76	63	87	56	65	84
O=[N+]([O-])c1ccccc1Nc1ccccc1[N+](=O)[O-]	104&95	92&103	100	112&108	115&110	100&104	102&107	108&102	100&103
COc1ccc(/C=C/C(=O)Nc2cc(/C=C\c3cc(OC)c(OC)c(OC)c3)cc(OC)c2OC)cc1OC	34	21	48	12	53	56	35	17	63
Nc1[nH]nc2nc(-c3ccccc3)n3c4ccccc4nc3c12	99	95	101	106	117	110	96	104	106
(continued)
SMILES	OVCAR-8	PC-3	OVCAR-4	OVCAR-3	DU-145	HCC-2998	SW-620	KM12	OVCAR-5
O=C(CC(=O)C(F)(F)F)c1ccc2ccccc2c1	102	99	115	111	111	/	102	99	104
O=C(N/N=C/c1ccc(Cl)cc1Cl)c1ccccc1SSc1ccccc1C(=O)N/N=C/c1ccc(Cl)cc1Cl	99	87	102	110	114	89	103	109	97
CCCCCCCC/C=C\CCCCCCCCOc1ccccc1CC(=O)NCC[N+]1(C)CCCCC1	60	3.5*	34	41	67	58	61	23	66
CCCCC(C(C)=O)C(=O)OCC (stereo not drawn)	106	95	103	137	120	119	104	110	107
COc1c2c(cc3occc13)O/C(=C\c1ccccc1)C2=O	88	104	114	100	117	103	106	102	122
CC(=O)CC(=O)Nc1ccc(C)cc1C	101	78	/	/	116	95	102	109	94
C=CCOc1ccc(/C=C/C(=O)c2c(O)c(OC)c(OC)c(OC)c2OC)cc1	95	97	78	103	106	101	101	105	101
COCC(C)OC(=O)COc1ccccc1 (stereo not drawn)	111	97	123	116	112	101	105	113	100
CC(C)Sc1ncnc2[nH]ncc12	99	89	107	111	110	109	106	108	102
CCSc1nc(N)c2c(-c3ccc(OC)cc3)c3c(nc2n1)C(C)CCC3 (stereo not drawn)	95	69	73	122	77	110	89	92	110
CNC(=O)OCC1CC=CCC1 (stereo not drawn)	111	95	104	119	101	98	95	109	92
CC(C)(C)c1ccc(NCc2cn(-c3ccc(C(=O)O)cc3)nc2-c2ccccc2)cc1	81	89	89	87	99	103	93	91	99
Nc1cccc(-c2nc3sccn3c2-c2ccnc(NCCNS(=O)(=O)c3ccc(Cl)cc3)n2)c1	89	83	83	96	96	120	120	96	115
NNc1nnc(NN)c2ccccc12	107	105	117	117	113	111	106	112	109
COc1c(N2CCNC(C)C2)c(F)cc2c(=O)c(C(=O)O)cn(C3CC3)c12 (stereo not drawn)	109	94	109	106	107	97	103	96	87
O=C(CSc1nc2ccccc2c(=O)[nH]1)NNC(=O)c1ccccc1	101	125	96	132	108	112	108	102	124
CCOc1ccc(-c2nnc(C3CC(NC(=O)c4cccc5nccnc45)C3)n2-c2ccccc2F)nc1 (stereo not drawn)	87	101	78	/	90	118	109	107	100
O=C1NC(=O)[C@H](CC(=O)n2cnc3ccccc32)N1	102	105	106	114	114	106	99	100	102
CSc1c2c([nH]c(=O)c1C#N)-c1ccccc1CC2	98	97	98	109	112	103	113	106	107
Cc1nnc(/N=C2\NC(=O)/C(=C/c3ccc(Cl)cc3Cl)S2)s1	101	87	95	95	96	99	102	92	100
COc1ccc(-c2cc(-c3ccccc3)nc(-c3cccc([N+](=O)[O-])c3)c2)cc1	98	91	103	108	115	/	94	100	101
COc1cc(C2C(C#N)=C(N)Oc3cc(O)ccc32)cc(OC)c1OC (stereo not drawn)	34	21	50	-38*	11	28	21	16	36
O=C(/C=C/c1ccc(Cl)cc1)c1ccc(Nc2nc(NCCO)nc(N3CCOCC3)n2)cc1	84	77	93	63	93	99	50	28	101
O=C(/C=C/C(=O)Oc1c(Cl)cc(Cl)cc1[N+](=O)[O-])Oc1c(Cl)cc(Cl)cc1[N+](=O)[O-]	104	96	111	98	111	106	109	126	100
c1ccc(-c2c3c(nn2-c2ccccc2)CON(c2ccccc2)[C@H]3c2ccccc2)cc1	95	74	89	99	104	99	92	94	95
Continued:
SMILES	OVCAR-8	PC-3	OVCAR-4	OVCAR-3	DU-145	HCC-2998	SW-620	KM12	OVCAR-5
Fc1c[c-]c(-c2ccccn2)c(F)c1.[CH3-].[Pt+2].c1ccc(P(C[PH+](c2ccccc2)c2ccccc2)c2ccccc2)cc1	7.4*	-33*	-19*	-75*	5.5*	-27*	-63*	-41*	-35*
O=C(NNC(=S)Nc1ccc(C(=O)O)c(O)c1)c1ccncc1	112	97	105	108	114	/	104	103	100
O=C1/C(=C/c2cccc3cnccc23)Cc2cc(F)ccc21	96	79	77	109	104	106	101	92	108
COc1ccc(C2C=Nn3c(nnc3-c3ccc(N)cc3)S2)cc1 (stereo not drawn)	98	95	116	89	109	107	102	101	95
COc1ccc(C2CC(c3ccc(Cl)c(Cl)c3)=NN2c2ccccc2)cc1OC (stereo not drawn)	98	97	108	105	/	98	97	102	116
COc1cc2c(c(OC)c1OC)C1(NCC2)C(=O)N(Cc2ccc(F)cc2)c2ccccc21 (stereo not drawn)	107	78	93	103	109	107	101	105	103
CC(=O)O[C@H]1[C@H](O)C[C@]2(C)[C@H]3[C@H](O)C[C@@H]4C5=CC(C)(C)CC[C@]5(C)CC[C@@]4(C)[C@]3(C)CC[C@H]2C1(C)C	98	86	108	99	102	99	109	98	118
CN(C)CCCn1c(=O)c2ccccc2c2ccccc21	50	70	86	97	44	68	43	76	73
COc1cccc(-c2ccc(S(=O)(=O)Nc3ccc4c(c3)N(C(=O)C3CC3)CCC4)cc2)c1	83	69	/	79	91	92	90	82	84
COc1cccc(C2CC(=O)Nc3c2c(C)nn3-c2nc3ccccc3[nH]2)c1OC (stereo not drawn)	55	63	74	74	76	120	77	68	114
O=C(Oc1cc(Cl)ccc1Cl)c1ccccc1	95	102	105	107	101	101	101	98	101
C#CCOc1ccccc1C(OC(=O)c1ccc(OC)cc1)C(=O)NC(C)(C)C(C)(C)C (stereo not drawn)	91	66	86	104	106	103	99	100	87
CC(C)CC(=O)C1C(=O)c2ccccc2C1=O	105&99	125&93	110&108	108&106	108&106	98&109	113&98	110&109	104&111
CC(C)(C)C(=O)OC[C@H]1O[C@@H](n2c(=O)cc(N)[nH]c2=O)[C@H](O)[C@@H]1O	105	93	104	111	104	99	99	109	100
COc1ccc(C(N)CCc2cccc(OC)c2OC)cc1 (stereo not drawn)	/	97	104	108	107	105	106	102	92
O=c1cc[nH]c2c(Cl)c3nnn(OCc4ccccc4)c3cc12	96	89	86	97	105	105	110	99	107
Cc1cccc2c1O/C(=C\c1ccc([N+](=O)[O-])o1)C2=O	-7.7*	-36*	-82*	-86*	-63*	-67*	-68*	-34*	-21*
Cc1ccc(C)c2c1CCCC2=O	106	106	100	112	113	109	105	103	104
O=C(CCCCC(=O)OC(CCC1CCCO1)CCC1CCCO1)OC(CCC1CCCO1)CCC1CCCO1 (stereo not drawn)	93	98	111	103	105	108	107	103	109
CCC(=O)OC1=CN2C(=NC(c3ccc(N)cc3)=CC2c2cc(OC)c(OC)c(OC)c2)S1 (stereo not drawn)	37	49	57	24	-17*	89	28	47	78
O=C(O)c1ccccc1C(=O)c1ccc2oc(=O)[nH]c2c1	107	93	113	114	109	/	99	107	106
COc1ccc(OC)c(/C=C/[C@H]2O[C@@H](C)[C@H](O)[C@@H]2O)c1	109	106	/	125	121	108	113	112	112
Cc1cc(C(c2ccccc2)c2ccccc2)ccc1NS(=O)(=O)c1ccccc1	101	84	99	108	102	104	101	98	114
O=C(NNc1nc2cc(F)cc(F)c2n2cccc12)c1ccncn1	13	34	4.3*	8.9*	19	58	21	22	41
NCCS(=O)(=O)O	103	110	110	112	118	110	115	103	105
Further results:
SMILES	OVCAR-8	PC-3	OVCAR-4	OVCAR-3	DU-145	HCC-2998	SW-620	KM12	OVCAR-5
O=C(O)c1c(Sc2ccc(F)cc2)c(=O)[nH]c2ccc(Cl)cc12	93	92	98	98	108	91	86	102	94
NS(=O)(=O)c1ccc(Nc2nc(O)c(/C=C3\C=Nc4ccccc43)s2)cc1	95	92	125	102	110	116	100	96	111
CC(C)(C)C1OC1(C)CO (stereo not drawn)	104	100	106	107	111	108	97	99	110
Cc1ccc(NC(=O)Cn2nncc2CN2C(=O)CSC2=O)cc1C	102	99	104	102	106	92	99	105	112
CC(C)=CCC[C@](C)(O)[C@H]1CC[C@]2(C)[C@@H]1CC[C@@H]1[C@@]3(C)C/C(=C/c4ccc(C=O)cc4)C(=O)C(C)(C)[C@@H]3CC[C@]12C	106	95	90	113	96	118	110	103	117
Cc1nc2nc(C)c(C)nc2nc1C	94	89	109	111	115	103	110	106	102
COc1ccc(C(O)c2ccc(OC)cc2)cc1	103	99	107	92	96	97	93	98	109
CCOC(=O)c1n[nH]n2c1nc(=O)c1sc3ccccc3c12	102	99	107	115	117	95	102	105	89
COc1cc(C2CC(=O)Nc3ncn(-c4ccc(F)cc4)c32)cc(OC)c1O (stereo not drawn)	103	103	138	117	115	111	119	109	100
CCC1CCCC/C1=N\Nc1ccc([N+](=O)[O-])cc1[N+](=O)[O-] (stereo not drawn)	95	103	103	111	118	100	104	111	99

Source: PubChem (NCI)
